Screening data deposited in PubChem BioAssay by National Center for Advancing Translational Sciences (NCATS).
DT40 TDP1 CPT: growth inhibition of DT40 Tdp1-/-;hTDP1 cells with camptothecin (screen for TDP1 inhibitors); chicken DT40 Tdp1-/-;hTDP1 cells + 20 nM CPT, ATP luminescence, 48 h; Potency, µM (doses to about 46.2 µM), for inactives: at the highest dose activity change, negative = growth inhibition, hits mostly inhibitors; 12% of 420,000 active; AID 686979; further: nearly all actives have a fitted effect of over 55% in size
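Chicken DT40 Tdp1-/- cells stably complemented with human TDP1 were seeded at 400 cells/well in medium containing 20 nM camptothecin, exposed to pin-transferred compounds, and grown at 37 °C for at least 48 hr. Viability was read as ATP luminescence.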
GCN5L2 inh: inhibitors of human GCN5L2 histone acetyltransferase; Q92830; GCN5L2 HAT assay, ThioGlo1 CoA-SH fluorescence; Potency, µM (highest dose often 58.9 µM), for the others: at the highest dose activity change, negative = inhibition, most hits filed as inhibitors; 0.21% of 390,000 active
Target sequence (Q92830 whole entry, looked up): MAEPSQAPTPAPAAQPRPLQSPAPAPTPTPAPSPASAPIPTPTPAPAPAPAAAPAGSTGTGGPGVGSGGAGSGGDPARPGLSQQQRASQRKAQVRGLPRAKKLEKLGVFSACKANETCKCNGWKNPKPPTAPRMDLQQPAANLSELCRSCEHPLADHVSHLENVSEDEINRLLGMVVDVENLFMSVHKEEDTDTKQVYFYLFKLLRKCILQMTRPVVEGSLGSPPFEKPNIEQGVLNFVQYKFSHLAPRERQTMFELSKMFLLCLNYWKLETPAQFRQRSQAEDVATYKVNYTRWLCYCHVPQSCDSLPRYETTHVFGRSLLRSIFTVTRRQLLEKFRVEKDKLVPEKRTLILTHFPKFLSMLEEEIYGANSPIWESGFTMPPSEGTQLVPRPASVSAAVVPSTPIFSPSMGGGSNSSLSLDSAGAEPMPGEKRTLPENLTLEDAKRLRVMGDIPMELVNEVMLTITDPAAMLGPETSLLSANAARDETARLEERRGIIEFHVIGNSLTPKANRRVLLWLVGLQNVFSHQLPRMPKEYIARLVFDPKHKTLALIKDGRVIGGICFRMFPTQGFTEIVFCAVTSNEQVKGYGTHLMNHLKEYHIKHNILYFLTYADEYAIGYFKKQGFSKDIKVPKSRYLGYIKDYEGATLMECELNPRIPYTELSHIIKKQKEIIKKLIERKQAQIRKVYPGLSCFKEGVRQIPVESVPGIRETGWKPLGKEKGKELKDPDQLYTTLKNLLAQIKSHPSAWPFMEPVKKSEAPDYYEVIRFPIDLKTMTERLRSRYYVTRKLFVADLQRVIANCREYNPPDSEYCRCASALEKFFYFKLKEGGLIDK
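ThioGlo1-coupled HAT assay: 20nM GCN5L2, 70uM acetyl-CoA, 75uM H3(1-25) peptide, pH 7.5. Fluorescence read at 340/540nm at start and after 20 min at room temperature.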
DT40 TDP1 no CPT: qHTS for Inhibitors of human tyrosyl-DNA phosphodiesterase 1 (TDP1): qHTS in cells in absence of CPT. Potency, µM (titrated, usually from 46.2 µM), without a hit: top-dose activity change, negative = growth inhibition, hits mostly inhibitors. DT40 Tdp1-/- hTDP1 cells, no CPT, ATP luminescence, 48 h. 15% of 420,000 active. AID 686978, 2013; further: nearly all actives have a fitted effect of over 55% in size
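Stably hTDP1-transfected Tdp1-null chicken DT40 cells were treated with library compounds minus camptothecin and grown for at least 48 hr at 37 °C, after which cellular ATP was quantified by luminescence.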
Numbers without * were called inactive; ? = inconclusive; · = not tested or not shown; & = joins results of further samples. The call rests on the fitted dose curve; in most records, active means well fitted curve in the direction sought with a large enough effect; inconclusive means small, poorly fitted or top-dose-only effect, or another doubt; inactive means no such curve, though single readings can be large; an effect the other way counts as inactive or inconclusive. On the % scale 0 is the no-effect control and ±100 the full control effect; potency means the concentration at half of the fitted maximal effect.

Value order: GCN5L2 inh | DT40 TDP1 no CPT | DT40 TDP1 CPT
- COc1ccc(C(=O)N/C(=C\c2ccccc2)C(=O)Nc2ccc(C(=O)NCC(=O)O)cc2)cc1
    2.2% | -17.4% | -7.4%
- CC1(C)CN(C2CCCCC2)C(=O)[C@H]1CC(=O)Nc1ccccc1
    · | ? | -20.6%
- CCCNC(=O)c1c(NC(=O)C2COc3ccccc3O2)sc2c1CCCC2 (centres undefined)
    -3.2% | ? | 11.6µM*
- CC(=O)N1CCc2cc(S(=O)(=O)CCC(=O)N3CCN(c4cccc(C)c4C)CC3)ccc21
    -5.2% | 14.6µM* | 16.4µM*
- Cc1ccc(NS(=O)(=O)c2c(C)[nH]c(=O)[nH]c2=O)c(C)c1
    -3.0%&-4.0% | 2.3%&-13.3% | -0.4%&16.7%
- Clc1ccc(/C=C\c2nccc3c2[nH]c2ccccc23)cc1
    -9.5% | ? | ?
- COC(=O)C1CCN(C(=O)CN2C(=O)NC3(CCC(C)CC3)C2=O)CC1 (centres undefined)
    1.2% | ? | 23.5%
- CC1(O)CC(c2ccc(Cl)cc2)=NN1C(=O)c1ccc([N+](=O)[O-])cc1 (centres undefined)
    0.0% | 18.4µM* | 20.6µM*
- CCc1nccn1CCC(=O)N1CCCC(Nc2ccc(C(C)C)cc2)C1 (centres undefined)
    ? | 18.4µM* | ?
- c1ccc2c(OCCCCN3CCOCC3)cccc2c1
    -6.6% | ? | -2.2%
- COc1ccccc1Nc1nc(-c2sc(NC(=O)c3ccco3)nc2C)cs1
    -3.3% | 14.6µM* | 16.4µM*
- CC(C)(CNC(=O)CC1C(=O)NCCN1Cc1cccc(F)c1F)N1CCOCC1 (centres undefined)
    -5.7% | 24.2% | 6.9%
- CCN(C(=O)COC(=O)/C=C/c1c(C)nn(-c2ccccc2)c1C)c1c(N)n(Cc2ccccc2)c(=O)[nH]c1=O
    · | -22.5% | ?
- COc1ccc(CC(=O)Nc2c(C(=O)N3CCN(c4ncccn4)CC3)oc3ccccc23)cc1OC
    -18.7% | 11.5% | -15.6%
- CCCN(CCO)C1CCN(CCc2ccccc2)CC1
    -0.5% | 7.3% | 0.9%
- CCN1CC(C)(C)N(C(=O)c2ccccc2)CC1(C)C
    · | -21.6% | -12.4%
- COc1ccc(-c2csc(N(CCCN(C)C)C(=O)c3ccc(F)cc3)n2)cc1
    -12.4% | ? | -34.9%
- CCOC(=O)c1c(-c2cccs2)csc1NC(=O)c1ccncc1
    1.7% | ? | -25.9%
- COCCNc1nc2cc(-c3ccccc3OC)sc2c(=O)n1C
    · | 13µM* | 18.4µM*
- NC(N)=NCCCC(NC(=O)c1ccccc1)C(=O)Nc1ccc([N+](=O)[O-])cc1 (centres undefined)
    -3.2% | -12.3% | 0.0%
- O=C(OCc1ccc(Br)cc1)c1cccc(S(=O)(=O)N2CCCC2)c1
    -9.1% | -18.2% | -6.1%
- Cc1c(Nc2nc3ccccc3nc2NS(=O)(=O)c2cccs2)c(=O)n(-c2ccccc2)n1C
    -1.0% | -8.8% | 6.2%
- COc1ccc(-c2onc(C)c2C)cc1S(=O)(=O)NC1CCCCC1
    -5.9% | ? | ?
- O=C(O)c1ccccc1C(=O)c1ccc(Cl)cc1
    -2.3% | -9.4% | -0.6%
- CCCN(CCC(=O)Nc1cc(OC)cc(OC)c1)CC1CC1
    3.0% | -8.1% | -24.9%
- O=C(/C=C/Nc1ccc(Oc2ccccc2)cc1)c1ccco1
    -10.3% | ? | ?
- CC(=O)c1sc(NC(=O)C(C)(C)C)nc1C
    -1.3% | -27.8% | -7.2%
- CSc1nccc(-c2cc(Cl)sc2Cl)n1
    -10.7% | ? | ?
- COc1cc(CNc2nc(C)c([N+](=O)[O-])c(C)c2C#N)cc(OC)c1OC
    -6.0% | 18.4µM* | 20.6µM*
- S=c1[nH]nc(C2CCCCC2)o1
    -5.0% | 11.0% | 0.1%
- COc1ccccc1NC(=O)N(C)C[C@H]1OCc2cn(nn2)CCCC(=O)N([C@@H](C)CO)C[C@@H]1C
    · | -0.2% | -2.2%
- Cc1cc(C)cc(OCC(=O)Nc2cc(NC(=O)COc3cc(C)cc(C)c3)cc(C(=O)O)c2)c1
    -18.1% | -27.8% | -4.6%
- Nc1cccc2cc(-c3ccccc3)oc12
    -5.4% | 0.2% | -2.5%
- COc1ccc(S(=O)(=O)Nc2ccc(N3CCOCC3)cc2)cc1[N+](=O)[O-]
    -5.1% | -0.8% | -2.8%
- Cc1cccn2c1nc(=S)n2C(=O)c1ccco1
    1.3% | ? | -17.4%
- CC(C)(C)c1ccc(S(=O)(=O)N2C=CC(C(F)(F)F)=NCC2)cc1
    -1.1% | -4.7% | -14.3%
- CN(CC(=O)Nc1ccccc1Br)C(=O)CN1CCN(Cc2ccc(Cl)cc2)CC1
    1.6% | ? | ?
- COc1cc(C=O)ccc1OC(=O)c1ccc(C(C)C)cc1
    -13.3% | -3.4% | 13.1%
- CN(C(=O)c1ccco1)c1nc(-c2ccccc2)cs1
    -6.4% | ? | ?
- CC(NC(=O)Nc1ccccc1C(F)(F)F)c1c(-n2cccc2)sc2c1CCCC2 (centres undefined)
    -5.8% | 10.3µM* | ?
- COc1ccc(-n2ccnc2)cc1
    0.0% | 7.8% | 2.7%
- Cc1ccc(-n2ncc(C(=O)N3CCN(c4ncccn4)CC3)c2C2CCN(C(=O)OC(C)(C)C)CC2)cc1
    -4.6% | -7.5% | -6.9%
- CN(C)C(CNC(=O)c1ccc(NS(=O)(=O)c2ccc3[nH]c(=O)[nH]c3c2)cc1)c1ccccc1 (centres undefined)
    -14.9% | ? | -24.1%
- CN(C)C(CNC(=O)CCC(=O)c1ccc(Br)cc1)c1ccccc1 (centres undefined)
    5.8% | ? | 7.3%
- Cc1ccnc(Sc2nc3c(c(=O)[nH]c(=O)n3C)n2CCCc2ccccc2)n1
    -2.1% | -19.3% | -23.6%
- COC(=O)c1ccc(N=NN2CCCCCC2)cc1
    -5.3% | 2.1% | 0.6%
- CCCNC(=O)C1(C)CCCN(Cc2ccc(C)cc2)C1 (centres undefined)
    · | ? | -28.8%
- CN(C)S(=O)(=O)Oc1cccc(C(=O)Nc2cccc(Cl)c2)c1
    -6.7% | 18.4µM* | 14.6µM*
- CC(=O)NC(c1ccc(C)cc1)c1cc([N+](=O)[O-])c2cccnc2c1O (centres undefined)
    -1.9% | 14.6µM* | 5.8µM*
- CCCCc1cc(-c2n[nH]c(=S)o2)c2ccccc2n1
    20.4% | ? | -27.0%
- CC(=O)Nc1ccc(NC(=O)C(C)Sc2n[nH]c(-c3cccs3)n2)cc1 (centres undefined)
    -4.3% | 4.2% | 6.9%
- CN(C)c1ccc(C(=O)OCC(=O)NCCC2=CCCCC2)cc1
    -0.9% | ? | 1.5%
- COc1ccccc1C(=O)Nc1ccc(Br)cc1C
    -16.2% | -21.4% | -4.1%
- CC(=O)NC(c1ccc(C(C)C)cc1)c1c(O)ccc2ccccc12 (centres undefined)
    · | ? | -21.0%
- O=C(CN1CCCC1c1cccs1)Nc1cc(S(=O)(=O)N2CCCCC2)ccc1Cl (centres undefined)
    · | ? | 16.4µM*
- Cc1cc(NC(=O)N2CC=C(c3c[nH]c4ccccc34)CC2)ccc1Br
    -4.8% | ? | ?
- Cc1sc(NC(=O)CN(Cc2ccc(F)cc2)C(=O)C(C)(C)C)c(C(N)=O)c1C
    0.0% | 8.2µM* | 13µM*
- CC(C)OCCCNC(=O)CN1C(=O)COc2ccc(S(=O)(=O)N3CCOCC3)cc21
    -1.9% | -12.6% | 8.0%
- CCN1CCN(C(CNS(=O)(=O)c2ccc(OC)c(C)c2)c2cccnc2)CC1 (centres undefined)
    1.5% | 2.2% | 15.9%
- CN(C)S(=O)(=O)c1ccc(N2CCCC2)c(C(=O)NCC(=O)Nc2ccc(F)c(F)c2)c1
    -23.4% | -27.3% | -18.8%

Record cards, from the list above.
CCc1nccn1CCC(=O)N1CCCC(Nc2ccc(C(C)C)cc2)C1 (centres undefined) across the screens: GCN5L2 inh: ?; DT40 TDP1 no CPT: 18.4µM*; DT40 TDP1 CPT: ?
CC(=O)N1CCc2cc(S(=O)(=O)CCC(=O)N3CCN(c4cccc(C)c4C)CC3)ccc21 across the screens: GCN5L2 inh: -5.2%; DT40 TDP1 no CPT: 14.6µM*; DT40 TDP1 CPT: 16.4µM*
Cc1cccn2c1nc(=S)n2C(=O)c1ccco1 across the screens: GCN5L2 inh: 1.3%; DT40 TDP1 no CPT: ?; DT40 TDP1 CPT: -17.4%

Following part:
Value order: GCN5L2 inh | DT40 TDP1 no CPT | DT40 TDP1 CPT
- O=C(Nc1ccc(S(=O)(=O)Nc2ccccc2F)cc1)N1CCCCC1
    -1.1% | -17.7% | ?
- O=C(Cn1c(=O)sc2ccccc21)Nc1ccccc1C(=O)O
    -1.9% | -7.1% | -6.9%
- CCS(=O)(=O)c1nc(S(=O)(=O)c2ccc(C)cc2)c(N2CC(C)CC(C)C2)s1 (centres undefined)
    -7.6% | ? | ?
- COC(=O)COC(=O)c1ccc(-n2nnnc2SC)cc1
    -15.4% | -4.2% | 0.9%
- Cc1ccc(CNC(=O)C2CCN(C(=O)c3cccc(Cl)c3)CC2)cc1
    0.1% | ? | ?
- COC(=O)C1=CNC=C(C(=O)OC)C1c1cccc2ccccc12
    -1.7% | ? | 0.3%
- CC(C)NC(=O)N(C)C[C@H]1Oc2c(NS(=O)(=O)c3cccs3)cccc2C(=O)N([C@H](C)CO)C[C@@H]1C
    1.3% | ? | ?
- CCN(CC)CCNC(=O)NC1CCCCC1
    2.8% | -2.4% | -4.2%
- CC(C)c1onc(C(=O)NC2CCCCC2)c1[N+](=O)[O-]
    -0.2% | 20.6µM* | 20.6µM*
- CCOc1ccc(CCN2C(=O)C(=O)N([C@@H](Cc3ccccc3)CN3CCC[C@H]3CN3C(=O)C(=O)NC[C@@H]3Cc3ccccc3)C[C@@H]2CC(C)C)cc1
    · | 18.4µM* | ?
- CCc1ccccc1N(C(=O)c1snc(C(N)=O)c1N)C(C(=O)NCC1CCCO1)c1ccc(C)o1 (centres undefined)
    -9.3% | 10.3µM* | 11.6µM*
- CCn1c(SCC(=O)NCC(=O)Nc2ccc(F)cc2)nnc1-c1cccs1
    -3.9% | -11.7% | -6.4%
- Cc1ccc(NC(=O)COC(=O)/C(=C/c2cccs2)c2cccs2)cc1S(=O)(=O)N(C)C
    -8.6% | 14.6µM* | 16.4µM*
- Nc1c(N(CCC2=CCCCC2)C(=O)c2ccccc2F)c(=O)[nH]c(=O)n1Cc1ccccc1
    -5.9% | -25.1% | ?
- CC(CCc1ccccc1)NC(=O)Cn1ncc2c3ccccc3n(Cc3ccccc3F)c2c1=O (centres undefined)
    -6.9% | 8.2µM* | 8.2µM*
- COc1ccc(OC)c(NC2c3ncccc3C(=O)N2Cc2ccco2)c1 (centres undefined)
    0.1% | -3.1% | -23.3%
- O=C(CNC(=O)c1ccc2c(c1)OCCO2)N/N=C/c1ccco1
    -11.7% | -5.0% | -2.5%
- O=C(Nc1nc2c(s1)CCCC2)c1nn(Cc2ccccc2)c(=O)c2ccccc12
    -1.5% | 23.1µM* | ?
- CCOc1ccc(C(=O)NCCc2sc(-c3cccc(F)c3)nc2C)cc1OCC
    -1.8% | ? | 18.4µM*
- CCS(=O)(=O)NCc1cn2c(C)csc2n1
    -1.4% | -5.0% | -1.7%
- COc1ccc(N2CCN(C(=O)COc3ncnc4ccccc34)CC2)cc1
    -4.3% | -27.3% | 0.8%
- COC(=O)c1ccc(SCC(=O)NCc2ccccc2)c([N+](=O)[O-])c1
    -1.4% | ? | 2.3%
- COc1cccc(-c2nc(CS(=O)CC(=O)NC3CCCCC3)c(C)o2)c1 (centres undefined)
    -14.0% | -22.0% | 2.6%
- CN(C(=O)c1ccccn1)c1nnc(-c2cnccn2)s1
    -2.7% | -1.8% | -18.0%
- CC12COC3(C(=O)Nc4ccc(Cl)cn4)CC1CCC32C (centres undefined)
    0.2% | ? | -3.5%
- Cc1ccc(-n2ccnc(SCC(=O)NC3CCCC3)c2=O)cc1Cl
    -8.0% | ? | ?
- CN1CCN(NC(=O)c2cccc(C(F)(F)F)c2)CC1
    -18.6% | -9.6% | 2.4%
- CSc1nc(C)cc(OCCO)n1
    -2.5% | 10.3% | -24.3%

This is a random part of the collection; about 18% have a hit in one of these screens.
